Source: PubChem (several laboratories)
ABCB6 inh MLPCN: human ABCB6 transporter inhibition; 360,000 compounds, 0.19% hits; K562-ABCB6 porphyrin accumulation, flow cytometry, 1 h; active compounds read low; fluorescence ratio to DMSO, % at 10 µM;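 active = fluorescence ratio to DMSO below 75%, the collection mean minus 3 SD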;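 note: signal is porphyrin accumulated inside mitochondria; 100% equals median channel fluorescence of DMSO control wells; lower ratio means ABCB6 inhibition with less porphyrin fluorescence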
hiPSC survival: enhancers of human iPSC single-cell survival | hiPSC single-cell survival, ATPlite luminescence; 100% = ROCK inhibitor wells, 0% = DMSO | survival enhancement, % at 20 µM | 360,000 compounds, 0.044% hits | AID 602274; in the data active = survival enhancement above about 18%;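 note: cells exposed to compounds for 16 hours before the ATP read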
HTR2A ag: agonists of mouse serotonin 5-HT2A receptor (HTR2A); activation, % at 7.6 µM; CHO-K1 mHTR2A beta-arrestin complementation, luminescence; percent of 30 µM serotonin response; P35363; 360,000 compounds, 0.66% hits; AID 624169;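 active = activation above a run cutoff, the mean activation of all tested compounds plus 3 SD, cut at about 14% in these data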;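 note: 0% = plate median of compound wells and 100% = 30 µM serotonin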
Target sequence (P35363 whole entry, looked up): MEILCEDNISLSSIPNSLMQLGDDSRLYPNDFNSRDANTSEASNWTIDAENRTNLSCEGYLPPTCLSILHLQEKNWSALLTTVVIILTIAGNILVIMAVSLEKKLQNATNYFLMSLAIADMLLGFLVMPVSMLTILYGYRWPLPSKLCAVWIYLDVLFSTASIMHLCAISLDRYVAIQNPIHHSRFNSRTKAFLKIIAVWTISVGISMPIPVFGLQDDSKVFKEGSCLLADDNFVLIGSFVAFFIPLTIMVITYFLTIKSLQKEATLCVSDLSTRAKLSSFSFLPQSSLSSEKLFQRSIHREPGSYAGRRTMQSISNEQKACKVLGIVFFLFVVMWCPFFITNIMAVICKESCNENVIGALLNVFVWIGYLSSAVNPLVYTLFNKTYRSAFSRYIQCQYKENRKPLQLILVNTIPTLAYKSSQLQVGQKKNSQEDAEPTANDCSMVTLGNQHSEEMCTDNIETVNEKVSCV
N-glyco inh: blocks N-linked glycosylation in D54 reporter cells; D54 ERlucT glycosylation luciferase reporter, 24 h; percent of 100 nM tunicamycin response; reporter increase, % at 12.5 µM; 360,000 compounds, 0.23% hits; AID 588692;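 active = mean luciferase reporter signal, scaled so untreated is 0 and the glycosylation-blocking control 100, at or above a set limit in every replicate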;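 note: luciferase carries N-glycosylation sites so blocking glycosylation raises the light; 0% = median of neutral control wells and 100% = median of 100 nM tunicamycin wells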
CaV13 FRET inh: Primary screen for inhibitors of IQ motif and Ca2+-dependent inactivation inhibitor domain binding in CACNA1D, Förster resonance energy transfer in living cells, … | HEK cells, CFP/YFP FRET ICDI-IQ, plate reader, 10 min; percent FRET-ratio fall versus neutral wells | inhibition, % at 12.3 µM | 340,000 compounds, 0.098% hits | AID 743397;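 active = mean replicate inhibition of at least 30% and at least 1% of replicates passing that level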;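 note: 0% = median of the neutral control wells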
Vif inh: inhibitors of HIV Vif; HEK293T cells, Vif self-association by quenched fluorescence, imaging, 24 h; AID 602346; inhibition, % at 7.49 µM; 340,000 compounds, 0.35% hits; in the data active = inhibition above about 50%, passing the limit was not always enough; note: some results filed as inactive read as strong as hits
Cardio protect: myocardial damage modulation in H9c2 cells. H9c2 cardiomyocytes, H2O2 injury protection, ATPLite, 2 h. protection from H2O2 cell death, % at 20 µM. 360,000 compounds, 0.63% hits. AID 588492;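 active = compounds giving at least 50% protection of heart cells from peroxide-induced death in the single-dose screen, raw or plate-pattern-corrected value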;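 note: 0% = DMSO wells with peroxide and 100% = DMSO wells without peroxide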
PDI inh: inhibitors of human protein disulfide isomerase. P07237. PDI insulin aggregation turbidity, A650, 90 min. inhibition, % at 10 µM. 350,000 compounds, 0.052% hits;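 active = mean inhibition across replicates of 30% or more, whatever share of single replicates reach that level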;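 note: absorbance from insulin aggregation driven by PDI reduction with DTT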
Target sequence (P07237 whole entry, looked up): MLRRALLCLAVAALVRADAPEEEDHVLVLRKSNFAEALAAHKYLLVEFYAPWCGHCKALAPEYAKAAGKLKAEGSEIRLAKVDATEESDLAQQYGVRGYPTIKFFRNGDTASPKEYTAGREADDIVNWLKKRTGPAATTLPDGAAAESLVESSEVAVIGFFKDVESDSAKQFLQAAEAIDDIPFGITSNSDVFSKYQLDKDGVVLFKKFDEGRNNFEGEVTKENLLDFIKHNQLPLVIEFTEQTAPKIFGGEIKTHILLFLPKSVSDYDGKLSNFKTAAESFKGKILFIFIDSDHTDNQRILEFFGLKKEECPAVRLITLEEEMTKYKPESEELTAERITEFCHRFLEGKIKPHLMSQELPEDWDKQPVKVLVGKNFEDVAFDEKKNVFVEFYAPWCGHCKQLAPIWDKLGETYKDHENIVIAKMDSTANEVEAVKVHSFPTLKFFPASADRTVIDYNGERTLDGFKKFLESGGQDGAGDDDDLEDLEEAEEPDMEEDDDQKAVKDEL
aDG glyco up: increases alpha dystroglycan glycosylation; Pro5-aDG cells, alpha-DG glycosylation AlphaScreen (IIH6); 0% Pro5, 100% B10-LARGE cell signal; 360,000 compounds, 0.22% hits; activation, % at 10 µM;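 active = activation of at least 8% versus controls, or a plate z-score of at least 8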;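 note: Pro5 are CHO cells carrying HIG-tagged alpha-DG that lacks glycosylation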
Exocytosis inh: lytic granule exocytosis inhibition; TALL-104 LAMP-1 surface exposure, flow cytometry; cells stimulated with thapsigargin and PMA; inhibition, % at 10 µM; 360,000 compounds, 0.66% hits; AID 651702;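 active = inhibition above about 55%, limit read from the data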
* hit, by the source's call; . = not tested or not shown.

SMILES	ABCB6 inh MLPCN	hiPSC survival	HTR2A ag	N-glyco inh	CaV13 FRET inh	Vif inh	Cardio protect	PDI inh	aDG glyco up	Exocytosis inh
COCCNC(=O)C1(C)CCCN(Cc2cc(C(F)(F)F)ccc2Cl)C1 (configuration not stated)	100	2.4	0	-3	-5	-10	-4	-6	-0.2	49
CC1(C)CC(=O)c2sc(NS(=O)(=O)Cc3ccccc3)nc2C1	104	-0.8	-1	2	-4	15	-1	-8	-0.2	-2
Cc1ccc(C)c2[nH]c(=O)c(CCNC(=O)c3ccc(S(=O)(=O)N4CCCC4)cc3)cc12	92	0.3	3	4	-2	.	8	-6	0.2	2
CCOC(=O)C(NC(=O)c1ccccc1Cl)(Nc1ccc(C)c(C)c1)C(F)(F)F (configuration not stated)	90	0.8	-5	5	-9	-3	1	-2	0.0	-2
CCc1nc2c(OCc3cccc(Cl)c3)cccn2c1N(C)C(=O)c1ccc(OC)cc1	94	0.1	-4	3	-5	-5	8	1	-0.3	-4
Cc1cccc(N2C(=O)N3[C@H](c4ccc(Br)cc4)[C@@H]4C(=O)N(C(C)(C)C)C(=O)[C@@H]4[C@]3(C)C2=O)c1	99	2.4	9	-2	-5	7	0	-2	-0.1	-2
COc1ccc(C=C(c2nc3ccccc3s2)c2nc3ccccc3s2)cc1O	122	-1.0	-10	29*	-11	-1	-13	-3	-0.6	-2
O=C1CCCN1CCC1CCN(C2CC(=O)N(c3ccc(F)cc3)C2=O)CC1 (configuration not stated)	99	0.4	8	1	-9	-11	7	1	0.1	4
CC1=C(C(=O)N(C(C)C)C(C)C)CC(CC(=O)NCCc2ccccn2)C(=O)N1CCC1=CCCCC1 (configuration not stated)	98	-2.3	1	2	-6	.	0	.	0.1	-7
O=C1C2CCCN2C(=O)N1CCCCN1CCN(c2ccc(F)cc2)CC1 (configuration not stated)	100	-0.1	-5	1	-3	14	4	-6	0.1	-6
CC(=O)NC1=NC(=O)/C(=C/c2cn(C(C)=O)nc2-c2ccccc2)S1	108	-1.7	-1	-7	-3	3	2	7	-0.2	-1
COc1ccc(Nc2nnc(Cc3ccc(Cl)cc3)c(=O)[nH]2)c(OC)c1	96	-2.5	9	1	-5	-2	4	-2	-0.2	0
Cc1cc(NC(=O)c2ccccc2F)cc(C)c1OCC(=O)N1CCOCC1	92	-0.5	1	2	-2	0	-8	3	-0.2	-1
c1ccc(C2CN3CCSC3=N2)cc1 (configuration not stated)	98	-1.5	-4	-1	-4	0	-8	7	0.1	0
CC(=O)c1nn(-c2ccc(Cl)cc2)c(=O)[nH]c1=O	102	1.0	-4	-2	-9	-15	-3	-1	0.0	7
CC1CCCC(NC(=O)COC(=O)c2cc(S(=O)(=O)N3CCCCC3)ccc2N2CCOCC2)C1C (configuration not stated)	95	-0.1	-3	-2	-5	-11	4	-4	0.1	3
COc1c(C)cccc1C(=O)Nc1ccc(N2CCN(S(C)(=O)=O)CC2)cc1	97	0.4	0	-3	-5	8	1	-5	-0.1	-1
CCOC(=O)N1CCC(N2CCCC(C(=O)c3ccc4cc(OC)ccc4c3)C2)CC1 (configuration not stated)	95	-1.7	-5	-3	-5	2	-2	-1	0.8	0
O=C(NCc1ccccc1Cl)C1CCCN1C(=O)NCc1ccccc1 (configuration not stated)	100	-1.0	1	1	-3	-2	4	5	0.0	-1
COc1ccc(/C=C/C(=O)ONC2=NCCCCC2)cc1OC	98	-0.6	-5	1	1	7	1	1	-0.1	-4
CCOC(=O)C1CCCN(S(=O)(=O)c2ccc(Br)c(OC)c2)C1 (configuration not stated)	103	2.7	-2	1	0	2	-20	6	0.1	4
CC(C)C(NC(=O)c1ccc(F)cc1)C(=O)N1CCOCC1 (configuration not stated)	95	0.2	1	0	-2	14	7	-7	0.0	-2
O=C(COC(=O)c1ccc(O)cc1)Nc1ccccc1-c1ccccc1	93	2.6	-3	1	-6	-5	-12	-5	0.6	4
COc1cc(/C=C/C(=O)OCC(=O)Nc2cc(S(=O)(=O)N(C)C)ccc2Cl)ccc1O	97	-0.5	-1	-1	-2	9	-9	2	0.0	0
Oc1ccc(NC(=S)N=Nc2c(O)[nH]c3ccc(Br)cc23)cc1	96	2.0	-4	0	-5	-8	-2	0	0.3	-2
Continuation:
SMILES	ABCB6 inh MLPCN	hiPSC survival	HTR2A ag	N-glyco inh	CaV13 FRET inh	Vif inh	Cardio protect	PDI inh	aDG glyco up	Exocytosis inh
COCCN1C(=O)COc2ccccc2C1C(=O)NC(C)(C)C (configuration not stated)	103	-1.0	3	.	-1	.	.	.	-0.1	-7
CC(C)c1ccc(OCC(=O)NCc2ccccc2)cc1	95	0.0	-7	1	-19	-8	4	0	0.0	-4
COc1ccccc1CNc1ccc(Br)cn1	97	-0.4	-1	-3	-9	-6	-3	-7	0.1	-3
C=CCOc1ccccc1CN1CCC(Oc2cc(C(=O)NC3CC3)ccc2OC)CC1	97	-0.5	-16	0	-3	1	5	5	-0.3	0
COc1ccc(OC)c(NC(=O)Nc2ccc3c(c2)CCC3)c1	93	-0.1	-10	-2	.	-10	-6	-1	-0.1	0
CSc1nc(Cl)c(Br)c(Nc2c[nH]c(=O)[nH]c2=O)n1	97	-1.0	12	-1	-10	3	2	9	0.0	-5
O=S(=O)(Nc1ccc(Cl)cc1)c1ccc2c(c1)CCO2	97	0.2	-1	-1	-4	-2	-7	0	0.1	-2
O=C(Nc1cccc(Cl)c1)C1CC1c1ccccc1 (configuration not stated)	99	0.3	-6	-4	-5	1	-4	11	0.1	2
NS(=O)(=O)c1ccc(CNC(=O)C23CC4CC(CC(C4)C2)C3)cc1	96	0.8	9	1	-3	7	-2	-14	-0.1	-3
OC(c1cccc(Cl)c1)c1nc(-c2ccoc2)cs1 (configuration not stated)	99	1.2	5	2	-7	3	0	0	1.7	12
COc1ccc(Cl)cc1NC(=O)N(C)Cc1c(C)nn(C)c1C	102	5.6	2	3	-8	1	-3	3	-0.1	0
CNc1nc(C)c(C(=O)OCc2ccccc2)s1	95	-1.6	-8	-5	.	16	-5	2	1.8	3
CCOC(=O)c1c(-c2ccc(C)cc2)csc1NC1=NS(=O)(=O)c2ccccc21	98	1.1	2	-1	-3	1	-4	7	0.1	-1
CC(OC(=O)CCCC(=O)Nc1ccc(F)cc1)C(=O)c1ccccc1 (configuration not stated)	97	0.1	-4	2	-3	-4	-2	8	0.1	8
N#CCOC(=O)c1sccc1-n1cccc1	97	-0.8	8	-3	.	11	3	0	-0.1	-2
CC(=O)Nc1ccc2c(c1)OCCOCCOc1cc(NC(C)=O)ccc1OCCO2	85	1.3	-2	-1	-7	14	18	0	-0.2	-2
COn1c(C)c(C)c2c3nonc3ccc21	102	-0.7	-3	0	-6	-2	11	1	0.0	0
COc1ccc(CCC(=O)N/N=C\c2cccs2)cc1	96	-0.4	0	0	8	13	-3	-2	-0.2	-3
Cc1ccc(S(=O)(=O)N2CCN(C(=O)COC(=O)c3ccc(Cl)c(S(N)(=O)=O)c3)CC2)c(C)c1	86	-0.5	6	0	-5	5	-1	-5	0.2	-4
O=C(c1ccccc1)N1CCN(CC#Cc2ccccc2)CC1	93	-2.3	6	1	.	-9	-2	-5	-0.1	-3
O=C1c2cc(S(=O)(=O)NCCO)ccc2-c2ccc(S(=O)(=O)NCCO)cc21	104	-2.6	2	0	-7	6	-3	-2	-0.2	0
COCCN(C(=O)c1csnn1)C(C(=O)NC1CCCCC1)c1cccs1 (configuration not stated)	99	-0.5	2	-1	-4	8	0	1	-0.2	0
CC1CC(C)CN(CC(=O)NNC(=O)COc2ccc(Cl)cc2)C1 (configuration not stated)	99	-0.6	0	-2	-6	-5	-3	5	0.0	-2
Cc1cc(C(=O)OCC(=O)NC(C)C)c2ccccc2n1	95	-0.4	-2	1	-7	3	4	-2	0.0	-1
Cc1ccc(NC2=NCC(=O)N2c2ccc3c(c2)OCCO3)c(C)c1	100	3.0	-4	2	0	-9	2	6	-0.3	-4

Entries of single compounds from above. Values in the order: ABCB6 inh MLPCN | hiPSC survival | HTR2A ag | N-glyco inh | CaV13 FRET inh | Vif inh | Cardio protect | PDI inh | aDG glyco up | Exocytosis inh
`CC(OC(=O)CCCC(=O)Nc1ccc(F)cc1)C(=O)c1ccccc1` (configuration not stated) is listed with 97 | 0.1 | -4 | 2 | -3 | -4 | -2 | 8 | 0.1 | 8
`COCCN1C(=O)COc2ccccc2C1C(=O)NC(C)(C)C` (configuration not stated) is listed with 103 | -1.0 | 3 | . | -1 | . | . | . | -0.1 | -7
`CNc1nc(C)c(C(=O)OCc2ccccc2)s1` is listed with 95 | -1.6 | -8 | -5 | . | 16 | -5 | 2 | 1.8 | 3

More results follow.
SMILES	ABCB6 inh MLPCN	hiPSC survival	HTR2A ag	N-glyco inh	CaV13 FRET inh	Vif inh	Cardio protect	PDI inh	aDG glyco up	Exocytosis inh
N#C/C(=C/c1ccc(C(=O)O)cc1)C(=O)Nc1ccccc1	96	7.4	2	2	0	-22	3	-4	-0.3	4
Cn1c(SCc2cc(=O)[nH]c3ccccc23)nnc1-c1ccco1	102	-0.8	-1	1	-7	.	-11	-6	0.2	-1
CC(C)c1ccc(NC(=S)NCCc2c[nH]c3ccccc23)cc1	101	-3.1	2	-2	-5	-1	-15	16	1.3	0
CCOC(=O)c1cc(-c2ccc(C)o2)n[nH]1	105	-0.3	2	0	.	0	23	4	-0.1	-3
Cc1cccc(/C=N/NC(=O)c2ccc(NC(=O)c3ccccc3Cl)cc2)n1	101	-0.4	1	0	-4	4	-2	8	0.0	5
Cc1cc(C(F)(F)F)n(-c2nc(C(=O)Nc3cccnc3)cs2)n1	93	-0.6	3	2	4	-7	13	0	-0.1	-1
CC(C)(C)OC(=O)NCc1ccc(CNC(=O)c2[nH]cnc2C(=O)N[C@@H](Cc2ccccc2)C(=O)OCc2ccccc2)cc1	89	-0.8	7	2	25	-3	-10	-3	-0.4	0
CC(=O)N(C)c1ccc(NC(=O)Nc2ccccc2C)cc1	95	1.2	-3	-1	6	8	0	8	0.1	-2
CC(=O)c1c(C(C)=O)c(C)n(-c2cccc([N+](=O)[O-])c2)c1C	102	-0.8	5	5	-1	-6	7	-6	-0.2	0
O=C1CCc2cc(S(=O)(=O)NC(Cc3ccccc3)C(=O)NC3CCCC3)ccc2N1 (configuration not stated)	96	-1.0	4	0	-10	-1	2	-6	0.2	-1
CC(=O)c1ccc(N2CCN(C(C)C(=O)Nc3ccc4c(c3)OCCO4)CC2)cc1 (configuration not stated)	96	-1.0	0	1	-15	0	2	6	2.7	-3
COc1cc(CN2C[C@@H](CO)O[C@@H](n3cnc4c(NC5CCC5)ncnc43)C2)cc(OC)c1OC	102	-2.0	-4	2	-9	-5	6	5	-0.1	3
O=C1COc2ccc(S(=O)(=O)N3CCCCC3)cc2N1	105	0.3	5	2	-1	-3	3	3	0.0	-5
O=c1cc(CO)oc(CN2CCN(c3ccccc3F)CC2)c1O	98	0.0	5	2	.	5	8	-17	-0.1	-1
Cc1ccc(S(=O)(=O)N2CCOCC2)cc1C(=O)Nc1cc(Cl)ccc1N1CCOCC1	95	-0.3	-2	1	-4	1	15	4	0.8	-4
CCCC(=O)N(c1ccc(OCC)cc1)C1C=CS(=O)(=O)C1 (configuration not stated)	92	1.7	3	0	.	27	4	0	-0.2	2
CC(C)CC(c1nnnn1C1CCCC1)N1CCC(C(N)=O)CC1 (configuration not stated)	104	-1.3	2	2	2	-1	2	1	-0.5	-2
Cc1ccc(CN(Cc2cc3cccc(C)c3[nH]c2=O)C(=O)N(C)C)cc1	101	1.1	-4	-1	.	.	-8	1	0.5	-2
